# Furin inhibitor = inhibitors of human furin | actives 0.061% (n = 220,000) | purified furin, fluorogenic substrate cleavage | inhibition, % at 30 µM | AID 463115; in the data active = inhibition above about 25%; also: inactives centre near -15
# Calpain2 inh = calpain II (pig) inhibition; actives 0.37% (n = 220,000); inhibition, % at 16 µM; purified calpain II, fluorogenic peptide substrate, 30 min;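 active = inhibition above about 50%, limit read from the data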
# KLK5 inh = inhibitors of human kallikrein 5; Q9Y337; recombinant hK5, fluorogenic AMC substrate cleavage; inhibition, % at 5 µM; actives 0.59% (n = 210,000); AID 873;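 active = inhibition of 40% or more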;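 also: 0% = enzyme controls without compound and 100% = no-enzyme blanks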
# KCC2 mod = modulates chloride dependent transport by human KCC2; Q9H2X9; B-score of Tl+ flux slope (higher = more flux/activation; lower = inhibition) at 10 µM; AID 1456; KCC2 cells, thallium flux FluoZin-2 fluorescence; actives 2.2% (n = 190,000);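 active = thallium flux slope and its plate-corrected score both differing from the plate sample mean at a set confidence after two filtering rounds, in either direction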;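 also: slope of fluorescence scaled to starting intensity during 10 to 20 s after thallium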
# FXIa inh = inhibitors of human coagulation factor XIa; actives 0.14% (n = 220,000); P03951; AID 798; inhibition, % at 5 µM; purified FXIa, Boc-Glu-Ala-Arg-AMC fluorogenic substrate;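 active = inhibition of at least 40%; inactive = inhibition below 40%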;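 also: fluorescence of freed AMC excited at 355 nm; 0% = enzyme without compound and 100% = no enzyme blank; many of its hits are not listed in these tables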
# Thrombin inh = inhibitors of human thrombin. P00734. alpha-thrombin, Boc-VPR-AMC fluorogenic substrate cleavage. inhibition, % at 5 µM. actives 0.26% (n = 220,000). AID 1046;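 active = inhibition at or above 40%; inactive = inhibition below 40%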;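 also: 0% = enzyme with no compound and 100% = wells without enzyme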
#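 System: Human alpha-thrombin protein | Medium: pH 7.5 Tris (50 mM) with NaCl 150 mM, Tween 20 0.05% | Times: Enzyme reaction carried out at room temperature | Detection: AMC fluorescence, 355/460 nm | Evaluation: Percent inhibition scaled between no-compound controls and no-enzyme blanks | Benchmarks: Enzyme without compound as high, wells lacking enzyme as low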
# PERK inhibitor = blocks human PERK kinase; CHO PERK-DD fusion, SEAP luminescence translation reporter; actives 0.17% (n = 220,000); Q9NZJ5; inhibition, % at 5.6 µM;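 active = inhibition above the mean inhibition of all tested compounds plus 3 SD, set separately per screening campaign, cut at about 2.9% in these data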;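 also: PERK kinase domain activated by AP20187 dimerizer at 100 nM; 0% = DMSO with dimerizer and 100% = rapamycin at 8.4 µM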
# Rad51 HR inh = blocks human Rad51 in homologous recombination; hRad51 DNA strand exchange, fluorescence dequenching; actives 0.085% (n = 200,000); Q06609; inhibition, % at 10 µM; AID 1385;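 active = inhibition above 40% at the single screening dose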;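 also: 0% = DMSO control wells and 100% = blanks with heterologous ssDNA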
# Target sequence (Q06609 whole entry, looked up): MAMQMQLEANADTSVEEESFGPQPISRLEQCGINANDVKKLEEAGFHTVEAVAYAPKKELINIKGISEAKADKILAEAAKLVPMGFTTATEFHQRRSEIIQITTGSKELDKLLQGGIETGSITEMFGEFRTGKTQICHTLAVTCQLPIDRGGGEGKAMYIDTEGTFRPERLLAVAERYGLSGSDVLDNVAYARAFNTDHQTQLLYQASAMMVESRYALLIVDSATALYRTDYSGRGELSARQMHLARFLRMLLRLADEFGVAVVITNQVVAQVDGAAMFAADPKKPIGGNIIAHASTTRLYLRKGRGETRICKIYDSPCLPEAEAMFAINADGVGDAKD
#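 Material: human Rad51–ssDNA filaments; Probe or stimulus: labelled 47-mer dsDNA for strand exchange; Doses: single 10 µM dose; Incubation: 37 °C 15-min filament assembly, 30-min compound preincubation, 15-min exchange; Technique: FRET fluorescence dequenching, excitation 485 nm, emission 520 nm; Measure: Fluorescence-based percent inhibition, control- and blank-normalised; Benchmarks: plate control and blank wells.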
# FXIIa inh = blocks human coagulation factor XIIa protease activity | actives 0.3% (n = 220,000) | inhibition, % at 5 µM | P00748 | purified FXIIa, Boc-QGR-AMC fluorogenic substrate, 2 h; in the data active = inhibition above about 40%;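 also: 0% = enzyme with no compound and 100% = blank without enzyme; many of its hits are not listed in these tables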
# Target sequence (P00748 20-372 limits assumed): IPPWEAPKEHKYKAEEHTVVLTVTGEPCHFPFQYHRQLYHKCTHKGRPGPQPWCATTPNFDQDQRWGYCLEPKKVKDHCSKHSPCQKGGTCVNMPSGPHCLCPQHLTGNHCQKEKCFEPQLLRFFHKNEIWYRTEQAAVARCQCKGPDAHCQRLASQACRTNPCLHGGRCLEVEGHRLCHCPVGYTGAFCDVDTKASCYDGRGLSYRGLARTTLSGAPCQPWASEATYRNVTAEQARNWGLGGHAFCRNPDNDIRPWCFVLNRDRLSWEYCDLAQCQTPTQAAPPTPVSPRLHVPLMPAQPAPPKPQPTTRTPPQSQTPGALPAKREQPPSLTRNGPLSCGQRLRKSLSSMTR
# Target sequence (P00748 373-615 limits assumed): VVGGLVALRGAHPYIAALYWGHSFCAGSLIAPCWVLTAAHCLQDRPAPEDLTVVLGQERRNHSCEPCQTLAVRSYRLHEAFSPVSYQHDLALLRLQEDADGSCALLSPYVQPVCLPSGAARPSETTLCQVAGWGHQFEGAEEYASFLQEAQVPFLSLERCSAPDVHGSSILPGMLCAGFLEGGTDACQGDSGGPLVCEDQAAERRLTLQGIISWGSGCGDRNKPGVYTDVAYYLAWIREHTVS
# Active calls of the source: *; i = inactive; · = not tested or not shown; [ ] = another dose, or the depositor's remark. An excerpt; count on the stated rates, not on these rows.
SMILES,Furin inhibitor,Calpain2 inh,KLK5 inh,KCC2 mod,FXIa inh,Thrombin inh,PERK inhibitor,Rad51 HR inh,FXIIa inh
CCC(C)(C)n1nnnc1C(c1ccc(OC)c(OC)c1)N1CCN(c2ccccc2)CC1 (centres undefined),-13[20 µM],-14,-24,-2,-6,-13,0.0,-2,-10
CCC1=C(OC(=O)N(CC)CC)N2C(=O)OC(=NCC3CC3)[C@]2(C)[C@H]2C1=CC[C@H]1C(=O)N(CC)C(=O)[C@H]12,-23,22,1,0.32,1,0,·,16,7
Cn1cnc(S(=O)(=O)Nc2ccccc2C(=O)NCC2CC2)c1,-23,-65,3,0.1,1,1,1.3,-3,11
O=[N+]([O-])c1cc(-c2nc(-c3ccncc3)no2)cc([N+](=O)[O-])c1,-12,-2,-21,0.15,4,-9,-0.2,·,3
COc1cccc(OCCn2cccc2/C=C2/C(=N)N3OC(C)=CC3=NC2=O)c1,-22,36,·,-1.2,2,-4,0.2,·,12
CCOCCn1c(CN2CCN(c3cccc(Cl)c3)CC2)nc2c1c(=O)n(C)c(=O)n2C,-24,-26,-14,0.04,5,0,-0.7,3,14
Cc1ccc(CNC(=O)C(C)OC(=O)c2ccco2)cc1 (centres undefined),-21,-28,-14,0.69,9,4,0.8,-1,19
CCn1nnnc1-c1ccc(OC)c(S(=O)(=O)N2CCCCC2)c1,-29,-7,-4,0.49,-7,-4,-0.2,-1,-6
COC(=O)c1cccc(OC(N)=O)c1,-8,-8,-10,-0.053,0,0,2.1,-30,10
Cc1ccc(-n2c(N)c(C#N)c(-c3ccc(Cl)cc3)c(C#N)c2=O)cc1,1[20 µM],12,7,·,4,6,-0.9,-4,12
CCCCC(=O)Nc1c(C)cc(C)cc1Cl,-5[20 µM],4,-13,·,10,5,-0.4,4,22
COc1cc(C(=O)OCC(=O)c2c[nH]c3ccccc23)ccc1OCC(=O)N1CCOCC1,-22,-97,-17,0.011,-9,-16,2.0,-2,-14
CCOc1ccc(-n2c(N)c(C(=O)NCc3cccnc3)sc2=S)cc1,-16[20 µM],30,9,0.42,2,3,-0.5,4,4
COc1cccc(-c2csc(NC(=O)Oc3ccccc3)n2)c1,-19[20 µM],-11,-9,·,2,0,-1.1,6,14
O=C(Nc1ccccc1C(F)(F)F)c1cccnc1,-22,5,3,1.5,8,3,1.1,0,16
O=c1[nH]c(=O)n(-c2ccccc2)c2c1C(C(F)(F)F)(C(F)(F)F)N=C(CCC1CCCCC1)N2,-13,15,-17,-1.6,3,-11,-1.1,7,5
N=C1/C(=C\c2ccc(SCc3ccco3)o2)C(=O)N=C2SC=NN12,-14[20 µM],7,1,·,0,-3,-0.3,-43,-6
CN(Cc1ccccc1)C(=O)c1cc2ccccc2o1,-31[20 µM],-4,-10,-0.92,6,1,-0.4,·,14
Cc1ccc(NC(=O)CSc2nnc(CNC(=O)c3ccco3)o2)cc1,-27,15,-2,-0.13,-3,-4,1.3,-8,·
CCOC(=O)c1ccccc1NC(=O)C1COc2ccccc2O1 (centres undefined),-21,36,12,-5.2*,-8,-5,-0.1,1,-1
Cn1cc(CN2CCN(Cc3ccccc3)C(CCO)C2)c(-c2ccccc2)n1 (centres undefined),-30,-30,4,-0.013,-3,3,0.1,6,15
COC1(c2cc(-c3ccccc3)nc(N)n2)CCCCC1,-14,-43,-6,·,9,5,0.3,0,22
Clc1ccc(OCc2nn3c(-c4ccccc4)nnc3s2)c(Cl)c1,-10[20 µM],-15,3,-0.24,2,-1,0.0,-6,0
O=C(c1ccc2c(=O)n(-c3ccccc3)c(=O)[nH]c2c1)N1CCN(c2ccc(F)cc2)CC1,-29,0,11,0.29,-5,-4,0.1,2,3
COc1cc2c(c3oc(-c4ccccc4)cc(=O)c13)C=CC(C)(C)O2,-16,9,1,-0.24,4,-1,0.8,-3,6
# Going on with the list.
SMILES,Furin inhibitor,Calpain2 inh,KLK5 inh,KCC2 mod,FXIa inh,Thrombin inh,PERK inhibitor,Rad51 HR inh,FXIIa inh
COc1ccc2[nH]c(=O)c(CNc3ccc(C)cc3C)cc2c1,-15,-21,0,-1,-1,1,0.0,-15,10
Cc1ccc(S(=O)(=O)N(C)CC(=O)N/N=C/c2ccc(C)o2)cc1,-19,3,3,0.14,4,3,-0.7,5,5
COc1cccc(N2CCN(C3CC(=O)N(c4ccc(F)c(Cl)c4)C3=O)CC2)c1 (centres undefined),-24[20 µM],3,44*,·,-4,0,0.5,-2,-3
COc1cc(NC(=O)CCn2c(=O)[nH]c3ccsc3c2=O)cc(OC)c1,-10[20 µM],15,1,-1.4,4,-5,1.1,1,6
CCOC(=O)c1sc(NN=C(C(=O)OC)C(=O)OC)c(C(=O)OCC)c1C,-9,-33,19,2.6,-8,2,-0.1,-4,1
CCn1c(SCC(=O)NCCc2ccc(Cl)cc2)nnc1-c1cccs1,-21[20 µM],-18,-20,·,3,1,0.0,-2,6
COC(=O)CSc1nnc([C@H](Cc2ccccc2)NC(=O)OC(C)(C)C)o1,-26,-34,1,-0.55,-1,-2,1.3,-13,9
COc1cc(/C=N/NC(=O)c2cccc([N+](=O)[O-])c2)ccc1OCc1ccccc1,-16,32,2,-0.05,5,1,-1.0,5,15
CC(=O)NS(=O)(=O)c1ccc(NC(=O)C2c3ccccc3Oc3ccccc32)cc1,-9,-40,-5,1.3,1,-7,0.8,2,0
O=C1CCCCC1Sc1nnc(Nc2ccccc2)s1 (centres undefined),-10,43,1,-0.73,3,0,0.1,11,5
COc1cccc(OC)c1C(=O)Nc1ccc2c(c1)OCCO2,-22,-35,-1,0.49,2,-23,0.1,-6,-8
Cc1ccccc1Nc1nc(-c2sc(NC(=O)c3ccco3)nc2C)cs1,-6[20 µM],-286,19,0.4,18,24,-0.4,4,17
O=C(N1CCCC1)C12CC3CC(C1)CC(C(=O)N1CCCC1)(C3)C2,-24,16,-24,-0.45,-7,-1,0.3,11,-5
N#CCCN(C(=O)COC(=O)COc1ccc(Cl)cc1)c1ccccc1,-23,-22,-14,-0.09,-4,-8,-0.2,10,3
Cc1ccc(Nc2nc3ccccc3o2)cc1F,-13[20 µM],-29,-11,0.61,-6,-1,0.7,-1,1
CC[C@@H](C)C(NC(=O)OC(C)(C)C)c1cn([C@@H](Cc2cc3ccccc3[nH]2)C(=O)N2CCN(C(=O)OC(C)(C)C)CC2)nn1 (some centres undefined),-43,-56,2,-0.48,0,3,0.1,6,11
O=C(NC1CCCCC1)C1CC(=O)N(c2ccc(Cl)cc2)C1 (centres undefined),-12,-5,-5,0.52,-6,-9,-0.7,-8,5
CC(C)CNc1ncnc2c1sc1nc(N3CCOCC3)c3c(c12)CC(C)(C)OC3,-15[20 µM],-21,-16,-0.45,25,0,-0.1,-1,9
O=C(NCc1ccc2c(c1)CCO2)Nc1cccc(C(F)(F)F)c1,-13,-4,-7,1.1,-7,0,0.3,-7,8
Cc1nnsc1C(=O)N/N=C/c1ccc2ccccc2c1O,-13,6,-34,-3.9,9,1,0.7,-306,12
NC(=O)c1c(-c2cccs2)csc1N,-33[20 µM],-40,-32,-1.1,-11,2,0.6,1,11
Cn1c(=NCC(O)COc2ccccc2)sc2ccccc21 (centres undefined),-19,1,4,-2.1,-18,5,0.7,-1,17
COc1ccc2ccccc2c1CNC(=O)CC1C(=O)NCCN1CC(C)C (centres undefined),-8,11,-6,-1.2,-4,-7,0.4,·,-5
c1ccc(OCc2noc(CN3CCC(C4CCCCC4)C3)n2)cc1 (centres undefined),-16,7,-4,0.78,-3,-11,1.7,10,3
O=C(CSc1ccc2c(c1)OCCO2)NCC1CCCO1 (centres undefined),-4,-13,2,1,6,-1,1.8,2,18

# Reprinted at random: 6 records from the list, in no set order.
SMILES,Furin inhibitor,Calpain2 inh,KLK5 inh,KCC2 mod,FXIa inh,Thrombin inh,PERK inhibitor,Rad51 HR inh,FXIIa inh
Cn1c(=NCC(O)COc2ccccc2)sc2ccccc21 (centres undefined),-19,1,4,-2.1,-18,5,0.7,-1,17
c1ccc(OCc2noc(CN3CCC(C4CCCCC4)C3)n2)cc1 (centres undefined),-16,7,-4,0.78,-3,-11,1.7,10,3
CCn1c(SCC(=O)NCCc2ccc(Cl)cc2)nnc1-c1cccs1,-21[20 µM],-18,-20,·,3,1,0.0,-2,6
COc1cccc(OC)c1C(=O)Nc1ccc2c(c1)OCCO2,-22,-35,-1,0.49,2,-23,0.1,-6,-8
COC(=O)CSc1nnc([C@H](Cc2ccccc2)NC(=O)OC(C)(C)C)o1,-26,-34,1,-0.55,-1,-2,1.3,-13,9
CC[C@@H](C)C(NC(=O)OC(C)(C)C)c1cn([C@@H](Cc2cc3ccccc3[nH]2)C(=O)N2CCN(C(=O)OC(C)(C)C)CC2)nn1 (some centres undefined),-43,-56,2,-0.48,0,3,0.1,6,11

# Other records.
SMILES,Furin inhibitor,Calpain2 inh,KLK5 inh,KCC2 mod,FXIa inh,Thrombin inh,PERK inhibitor,Rad51 HR inh,FXIIa inh
CCOc1cc(/C=N/N=C(/N)c2nonc2N)cc(Br)c1OCc1ccc(Cl)cc1,-16[20 µM],-40,5,-0.012,4,2,0.3,-1,14
O=C(CCC(=O)N(CC(=O)NC1CCCCC1)c1ccc2c(c1)OCO2)Nc1ccccn1,-13,-15,-27,0.38,2,-4,0.7,0,-1
Cc1ccc2c(c1)C(O)(CC(=O)c1cccnc1)C(=O)N2 (centres undefined),-18[20 µM],26,-23,0.94,-18,8,0.4,-1,-2
CC(C)Cn1c(SCC(=O)N2CCc3ccccc3C2)nc2cc(Cl)ccc2c1=O,-6,14,-13,1.1,4,-8,0.5,-9,12
CC(OC(=O)c1cccs1)C(=O)Nc1nc(-c2ccccc2)cs1 (centres undefined),-21,21,-3,-2.7,3,-4,-0.4,-4,15
COc1ccccc1CC(=O)N1CCN(c2ccc([N+](=O)[O-])cc2)CC1,-12,16,-5,0.46,-1,0,-0.2,7,4
O=C(/C=C/c1cccc([N+](=O)[O-])c1)NCCN1CCOCC1,-3[20 µM],-25,0,0.39,-6,-6,0.0,-4,8
Nc1ccc2nc(-c3ccccc3)[nH]c2c1,2[20 µM],i,-109,2.4,-3,-5,2.6,-16,0
Cc1nnnn1-c1ccc(CC(=O)O)cc1,-8,-14,1,0.072,4,·,1.1,6,10
O=S1(=O)N=C(N=Nc2c(O)[nH]c3ccccc23)c2ccccc21,-20,-9,-4,-0.019,-8,-24,-0.2,7,4
CCN(CC)S(=O)(=O)c1cccc2cccnc12,0[20 µM],-5,-7,0.37,0,1,0.2,-7,15
COc1ccc(N2CCN(C(=O)Cn3cnc4c3c(=O)n(C)c(=O)n4C)CC2)cc1,-25,-5,7,-0.29,-1,-13,1.6,22,5
CN(c1ccc(OCC(=O)N2CCC(C(N)=O)CC2)cc1)S(=O)(=O)c1cccs1,-16[20 µM],-55,-31,0.55,5,5,1.3,0,6
COc1cc(OC)nc(NC(=O)CSc2nc3ccccc3[nH]2)n1,-12[20 µM],-19,-21,·,1,-4,-0.7,-2,-8
CCN1CCN(CC(O)COCCOc2ccc(Br)cc2)CC1 (centres undefined),-6,0,-8,-0.45,-3,-8,-0.4,-2,-1
COc1ccc(NC(=O)C(NC(=O)c2ccccc2)C(C)C)cc1 (centres undefined),-23[20 µM],16,-31,0.63,-19,-1,-1.0,-6,2
N#Cc1cc(C(=O)c2cc(Br)ccc2O)cn(C2CCCCC2)c1=O,-16[20 µM],-2,5,0.056,2,4,1.7,5,1
COc1ccc(NC(=O)COC(=O)[C@@H]2CCCN2S(=O)(=O)c2ccccc2F)c(OC)c1,5,40,8,-0.48,6,·,-0.2,-7,15
COc1ccc(Cl)cc1C(=O)OCC(=O)NC(=O)c1cccn1C,-14[20 µM],-48,-7,-0.63,4,0,0.3,-2,17
